# Source: PubChem
# M5 ag = CHRM5 agonism in calcium assay; P08912; CHO-K1 hM5 cells, Fluo-8 calcium fluorescence; 0% DMSO wells, 100% maximal acetylcholine response; activation, % at 3 µM; 360,000 compounds, 0.19% hits; AID 624037;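 active = activation above the run's mean over test compounds plus 3 SD, cut at about 23% in these data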;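 note: signal is peak over basal fluorescence ratio across the kinetic read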
# CHRM5 PAM = positive allosteric modulators of human muscarinic M5 receptor; P08912; CHO-K1 hM5, Fluo-8 calcium, ACh EC20 PAM; 0% = ACh EC20, 100% = ACh EC100; 360,000 compounds, 0.3% hits; activation, % at 3 µM;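 active = activation above the run cutoff, the mean activation of all test compounds plus 3 SD, cut at about 18% in these data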
#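 System – CHO-K1 hM5 cells · Compound – 3 µM, single dose · Incubation – compound preincubation 140 s before EC20 acetylcholine addition · Technique – Fluo-8 calcium fluorescence · Measure – Max/basal fluorescence ratio as % of EC20–EC100 ACh window · Benchmarks – low control EC20 acetylcholine (0%), high control EC100 acetylcholine (100%) · Replication – singlicate, one well per test compound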
# CHRM4 antagonist = blocks acetylcholine activation of human M4 receptor | P08173 | CHO-hM4 cells, ACh EC80, Fluo-8 calcium fluorescence | inhibition, % at 3 µM | 360,000 compounds, 0.73% hits;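 active = inhibition above its plate's cutoff, the mean inhibition of sample wells plus 3 SD, cut at about 27% in these data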;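 note: 0% = acetylcholine EC80 with DMSO and 100% = DMSO without agonist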
# CRFBP-R2 block = CRF-BP/CRF-R2 complex antagonism; HEK293 CRF-R2/CRF-BP, CRF-induced calcium fluorescence; 350,000 compounds, 0.59% hits; inhibition, % at 11.8 µM;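 active = inhibition of the ligand-induced calcium signal above about 50% at the single tested concentration, limit read from the data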
# CRFBP-R2 agonist = agonists of human CRF-binding protein/CRF-R2 receptor complex; HEK293 CRF-R2/CRF-BP, calcium dye fluorescence (FLIPR); percent of saturating CRF peptide response; activation, % at 13.2 µM; 350,000 compounds, 0.46% hits; AID 588473;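 active = activation of at least 50%, plus an integration ratio under a set limit after plate pattern correction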;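 note: plate controls were neutral control wells without compound for no effect and CRF at EC100 for full effect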
# IDE cell inh = cellular human IDE inhibition. AID 434962. 320,000 compounds, 0.41% hits. P14735. HEK cells, FAbetaB cleavage, fluorescence polarization. inhibition, % at 5.59 µM;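 active = percent inhibition above the average of all tested compounds plus 3 SD, set per screening campaign, cut at about 16% in these data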;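 note: IDE supplied by intact live HEK cells; FP after avidin binding of uncleaved biotin substrate so inhibition keeps polarization high; 0% = DMSO wells and 100% = 60 µM reference IDE inhibitor Ii1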
# Target sequence (P14735 whole entry, looked up): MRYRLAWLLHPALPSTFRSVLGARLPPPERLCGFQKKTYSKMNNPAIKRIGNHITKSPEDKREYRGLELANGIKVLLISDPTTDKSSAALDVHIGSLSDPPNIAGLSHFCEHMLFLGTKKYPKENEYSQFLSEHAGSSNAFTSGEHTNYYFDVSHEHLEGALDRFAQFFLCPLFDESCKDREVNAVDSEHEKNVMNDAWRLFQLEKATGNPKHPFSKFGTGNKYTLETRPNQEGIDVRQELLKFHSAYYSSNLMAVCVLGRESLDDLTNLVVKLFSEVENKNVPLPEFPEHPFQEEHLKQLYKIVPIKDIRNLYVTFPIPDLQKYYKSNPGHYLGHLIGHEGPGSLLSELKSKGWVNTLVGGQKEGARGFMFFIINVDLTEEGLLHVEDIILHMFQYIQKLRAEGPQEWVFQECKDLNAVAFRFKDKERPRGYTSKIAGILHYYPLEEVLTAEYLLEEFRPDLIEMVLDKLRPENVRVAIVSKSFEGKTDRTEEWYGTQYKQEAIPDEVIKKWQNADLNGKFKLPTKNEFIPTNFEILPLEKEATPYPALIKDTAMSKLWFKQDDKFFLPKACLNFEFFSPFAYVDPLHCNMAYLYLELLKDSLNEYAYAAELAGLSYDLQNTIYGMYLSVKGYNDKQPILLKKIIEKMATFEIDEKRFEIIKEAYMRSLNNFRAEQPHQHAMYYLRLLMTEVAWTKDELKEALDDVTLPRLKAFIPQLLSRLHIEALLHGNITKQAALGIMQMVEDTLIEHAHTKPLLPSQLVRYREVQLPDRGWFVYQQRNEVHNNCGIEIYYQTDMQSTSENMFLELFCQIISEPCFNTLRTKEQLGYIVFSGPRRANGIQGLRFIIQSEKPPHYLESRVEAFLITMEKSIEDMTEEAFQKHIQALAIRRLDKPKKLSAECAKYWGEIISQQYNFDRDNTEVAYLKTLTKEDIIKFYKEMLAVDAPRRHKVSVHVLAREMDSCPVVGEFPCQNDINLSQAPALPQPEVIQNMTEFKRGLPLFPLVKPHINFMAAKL
# M4 PAM = positive allosteric modulators of human muscarinic M4 receptor | activation, % at 3 µM | CHO-K1 hM4/Gqi5, Fluo-8 calcium fluorescence, ACh EC20; 0% = ACh EC20, 100% = maximal ACh | 360,000 compounds, 0.4% hits;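 active = activation above its plate's cutoff, the mean activation of sample wells plus 3 SD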; note: some results filed as inactive read as strong as hits
# CHRM4 agonist = CHRM4 agonism in calcium assay; P08173; CHO-K1 hM4/Gqi5, Fluo-8 calcium fluorescence; vehicle 0%, full acetylcholine response 100%; activation, % at 3 µM; 360,000 compounds, 0.14% hits;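 active = activation above the run mean over all test wells plus 3 SD, cut at about 32% in these data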;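 note: peak over basal fluorescence ratio per well then scaled between controls; 0% = DMSO wells and 100% = acetylcholine at EC100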
# CHRM5 antagonist = antagonists of human muscarinic M5 receptor (CHRM5); P08912; CHO-hM5 cells, Fluo-8 calcium fluorescence, ACh EC80; inhibition, % at 3 µM; 360,000 compounds, 0.59% hits; AID 624040;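 active = inhibition above a per-plate cutoff, the mean of that plate's test compounds plus 3 SD, cut at about 27% in these data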;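 note: 0% = acetylcholine EC80 with DMSO and 100% = DMSO without agonist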
# Numbers without * were called inactive; · = no result given.
(1) OCc1nc2ccccc2n1CC(O)Cn1ccc2ccccc21 (stereo unspecified)
(2) Cc1cccc(Cn2c(N3CCCCC3C)nc3c2c(=O)[nH]c(=O)n3C)c1 (stereo unspecified)
(3) COc1nc(-c2ccccc2)ccc1-c1noc(-c2ccccc2)n1
(4) Cc1cccc(N2CCN(C(=O)c3cn(C)c(=O)c4c3c3ccccc3n4C)CC2)c1C
(5) CNC(=O)OC1CC2CC1[C@H]1CCCCN1C2=O (stereo partly specified)
(6) O=C(NC1CCCCC1)C1CC(=O)N(CCc2ccc(F)cc2)C1 (stereo unspecified)
(7) O=C(COC(=O)c1ccccn1)Nc1ccccc1Cl
(8) CC1CC1C(=O)OCC(=O)Nc1ccccc1Oc1ccccc1 (stereo unspecified)
compound no.,1,2,3,4,5,6,7,8
M5 ag,-3.2,-5.0,1.3,3.5,3.1,-3.0,-3.1,-5.4
CHRM5 PAM,-12.0,-3.5,5.2,-2.7,1.5,0.2,3.3,2.0
CHRM4 antagonist,10.3,-9.9,-7.4,-13.3,-0.8,-9.4,-0.1,-3.3
CRFBP-R2 block,14.0,-31.9,-26.6,-50.9,·,-5.9,-6.2,16.2
CRFBP-R2 agonist,0.0,-5.6,6.2,-0.3,·,0.7,0.1,-1.9
IDE cell inh,-0.7,-1.6,2.2,0.8,·,-5.8,5.9,-4.8
M4 PAM,-4.7,-0.9,5.5,-6.5,5.9,7.3,-8.9,-1.1
CHRM4 agonist,7.5,-0.5,-0.3,4.6,0.5,1.6,0.0,-1.2
CHRM5 antagonist,1.0,-4.1,-11.1,1.9,-2.3,15.1,6.6,-13.2

# Profiles, looked up by structure. Order of values: M5 ag | CHRM5 PAM | CHRM4 antagonist | CRFBP-R2 block | CRFBP-R2 agonist | IDE cell inh | M4 PAM | CHRM4 agonist | CHRM5 antagonist
# O=C(NC1CCCCC1)C1CC(=O)N(CCc2ccc(F)cc2)C1 (stereo unspecified) is entered as -3.0 | 0.2 | -9.4 | -5.9 | 0.7 | -5.8 | 7.3 | 1.6 | 15.1
# Cc1cccc(N2CCN(C(=O)c3cn(C)c(=O)c4c3c3ccccc3n4C)CC2)c1C is entered as 3.5 | -2.7 | -13.3 | -50.9 | -0.3 | 0.8 | -6.5 | 4.6 | 1.9

# More compounds:
(9) COc1ccc(-c2nc3ccc(C)cn3c2CC2CCCCC2)cc1OC
(10) Cc1ccc(OCCOc2ccc(Br)cc2/C=N\NC(N)=O)cc1
(11) CCCn1c(CCNc2nc(-c3ccc(Cl)c([N+](=O)[O-])c3)cs2)nc2cc(Cl)c(Cl)cc21
(12) O=C(O)c1ccc(-c2nc(-c3ccc(Cl)cc3Cl)cs2)cc1
(13) Cc1ccc(C(=O)Nc2cccc3cccnc23)cc1C
(14) Cc1ccc(F)c([C@H]2C3C=CCC(c4ccccc4)C3C(=O)N2Cc2ccccc2)c1 (stereo partly specified)
(15) CC(CN1CCOCC1)OC(=O)c1ccccc1 (stereo unspecified)
(16) O=Cc1ccccc1-c1cn(CCCOCc2ccccc2)nn1
compound no.,9,10,11,12,13,14,15,16
M5 ag,0.0,-2.4,2.1,2.6,-0.1,1.4,1.1,-0.1
CHRM5 PAM,2.7,-3.1,0.9,0.9,-3.6,2.6,-10.0,7.0
CHRM4 antagonist,-5.0,-4.3,0.1,-15.8,3.0,-11.4,6.4,5.2
CRFBP-R2 block,·,-10.8,1.2,67.3*,11.5,18.6,2.0,2.2
CRFBP-R2 agonist,·,-0.4,-0.5,-1.9,-2.5,8.8,-0.2,-0.3
IDE cell inh,·,4.8,2.3,2.0,0.7,2.1,-3.2,3.0
M4 PAM,-1.8,-2.1,4.1,9.5,3.6,6.0,-20.3,-3.0
CHRM4 agonist,0.4,-1.2,0.0,-0.1,-0.5,1.0,9.8,1.9
CHRM5 antagonist,0.0,1.1,1.2,0.5,3.7,0.8,11.8,13.0

# Of the compounds above, these have an aryl methoxy group.
(3) COc1nc(-c2ccccc2)ccc1-c1noc(-c2ccccc2)n1
(9) COc1ccc(-c2nc3ccc(C)cn3c2CC2CCCCC2)cc1OC
compound no.,3,9
M5 ag,1.3,0.0
CHRM5 PAM,5.2,2.7
CHRM4 antagonist,-7.4,-5.0
CRFBP-R2 block,-26.6,·
CRFBP-R2 agonist,6.2,·
IDE cell inh,2.2,·
M4 PAM,5.5,-1.8
CHRM4 agonist,-0.3,0.4
CHRM5 antagonist,-11.1,0.0

# Entries listed so far printed as active in CRFBP-R2 block:
(12) O=C(O)c1ccc(-c2nc(-c3ccc(Cl)cc3Cl)cs2)cc1
compound no.,12
M5 ag,2.6
CHRM5 PAM,0.9
CHRM4 antagonist,-15.8
CRFBP-R2 block,67.3*
CRFBP-R2 agonist,-1.9
IDE cell inh,2.0
M4 PAM,9.5
CHRM4 agonist,-0.1
CHRM5 antagonist,0.5

# The listing continues.
(17) CN(C)C(=O)c1ccc(NC(=O)c2cccc(-n3cnnn3)c2)cc1
(18) COc1ccc(NC(=O)CN(c2ccccc2F)S(=O)(=O)c2ccc(C)cc2)cc1
(19) COc1ccc(CNc2nc(Cl)c(C#N)s2)cc1
(20) Cn1c(SCc2cccc([N+](=O)[O-])c2)nc2ccccc2c1=O
(21) CC1(C)Cc2c(sc3nc(SCC(=O)NCc4ccccc4)n(-c4ccccc4)c(=O)c23)CS1
(22) Cc1cccc(NS(=O)(=O)c2nnc(NC(=O)c3cccc(C)c3)s2)c1
(23) CCOC(=O)c1ccc(-c2ccc(C(=O)Nc3cccnc3)o2)cc1
(24) COc1ccc(C2c3c(-c4cc(Cl)c(C)cc4O)n[nH]c3C(=O)N2Cc2cccnc2)cc1OC (stereo unspecified)
compound no.,17,18,19,20,21,22,23,24
M5 ag,0.5,-4.6,-3.0,5.2,-6.0,-0.3,0.1,-3.5
CHRM5 PAM,-0.7,-6.2,-8.1,-11.0,-11.5,-5.2,-7.4,4.5
CHRM4 antagonist,4.4,8.0,-11.2,-4.6,4.8,0.4,-5.8,-11.5
CRFBP-R2 block,8.7,2.4,2.2,8.3,-14.5,-6.5,-7.3,-22.6
CRFBP-R2 agonist,1.4,0.0,-1.3,3.6,-1.4,0.1,-0.2,-1.3
IDE cell inh,·,0.1,-0.8,7.5,4.0,1.1,-2.0,1.8
M4 PAM,2.8,-10.5,-6.7,5.6,-3.3,0.9,-5.7,15.4
CHRM4 agonist,0.1,0.8,5.9,7.3,0.4,1.1,7.7,1.0
CHRM5 antagonist,4.1,15.4,1.2,11.0,11.7,0.9,0.6,-9.4

(25) Cn1cc(CNC(=O)C2CCC(=O)N(Cc3ccc(Cl)cc3)C2)cn1 (stereo unspecified)
(26) COc1ccc(S(=O)(=O)NCCOc2ccccc2)cc1C
(27) CN(Cc1nc(-c2cccc(Cl)c2)no1)C1CCOCC1
(28) CCC(=O)Oc1ccc(C(=O)Nc2ccccc2C(=O)NCC(C)C)cc1
(29) CS(=O)(=O)N(Cc1ccccc1)c1ccc(C(=O)Nc2ccc3c(c2)OCO3)cc1
(30) CCOc1ccc(N2C(=O)CC(N(C)Cc3ccccc3)C2=O)cc1 (stereo unspecified)
(31) CCC1CCCCN1C(=O)COc1ccc2c(c1)OCO2 (stereo unspecified)
(32) COc1ccccc1NCCC(=O)OCC(=O)Nc1cccc(S(=O)(=O)N(C)C)c1
compound no.,25,26,27,28,29,30,31,32
M5 ag,-4.8,-4.6,3.4,-1.3,-2.5,-2.0,-0.9,3.3
CHRM5 PAM,-1.6,-0.8,-4.7,-2.3,-13.2,-1.8,16.6,1.6
CHRM4 antagonist,-2.5,-9.8,7.5,9.4,-7.6,7.3,-7.9,15.1
CRFBP-R2 block,1.7,7.8,1.5,-2.8,-12.6,-19.1,29.3,7.2
CRFBP-R2 agonist,6.6,2.9,-1.2,-0.2,0.0,-1.0,0.7,-2.2
IDE cell inh,1.4,-0.2,7.0,5.5,2.7,-0.8,5.5,-3.9
M4 PAM,-2.9,7.7,13.6,-7.5,-1.3,7.6,7.2,-0.8
CHRM4 agonist,0.5,0.3,3.7,2.6,6.7,0.1,0.0,2.6
CHRM5 antagonist,5.9,9.5,10.5,0.6,-1.1,-3.3,-13.3,3.0

(33) Cc1ccc(S(=O)(=O)N(C)C)cc1NC(=O)CSc1nc2ccccc2[nH]1
(34) Cc1ccc(C(=O)N/N=C/c2cn(Cc3ccccc3)c3ccccc23)cn1
(35) Cn1c(=O)c(=O)n(C)c2cc(S(=O)(=O)N3CCCC3C(=O)NCc3ccco3)ccc21 (stereo unspecified)
(36) Nc1nc(N)c(Br)c(Nc2ccc(Cl)c(Cl)c2)n1
(37) Cc1ccc(S(=O)(=O)N2C[C@H]3C(=O)C[C@@H](c4ccccc4)N(S(=O)(=O)c4ccc(C)cc4)[C@H]3C[C@H]2c2cccc(Cl)c2)cc1
(38) COc1ccccc1N1CCN(C(=O)CCNC(=O)Cn2ccc3ccccc3c2=O)CC1
(39) C/C(=N\NC(=O)Cn1c(-c2ccccn2)nc2ccccc21)c1ccccc1
(40) Nc1nnc2cc(Br)ccc2n1
compound no.,33,34,35,36,37,38,39,40
M5 ag,2.0,1.7,1.0,25.3*,1.7,-1.7,-0.5,0.6
CHRM5 PAM,-3.2,-9.5,6.3,29.3*,0.7,0.2,-13.5,2.0
CHRM4 antagonist,4.7,-6.2,-3.7,-20.2,-7.9,-4.9,-1.1,-15.2
CRFBP-R2 block,-7.3,-1.9,0.1,-75.5,-6.9,20.5,-8.2,8.8
CRFBP-R2 agonist,0.3,-1.3,-1.8,2.4,2.8,-1.3,1.9,10.9
IDE cell inh,0.1,-2.2,2.4,·,·,-2.2,-2.6,·
M4 PAM,-7.7,-20.2,8.9,23.1,5.0,-3.9,-7.6,2.8
CHRM4 agonist,3.5,11.0,0.5,3.6,0.8,3.1,10.1,1.0
CHRM5 antagonist,-2.9,7.8,-6.1,0.2,-0.1,4.9,15.7,-7.2

(41) O=C(/C=N/O)Nc1cccnc1
(42) CCOc1ccccc1N(CC(=O)Nc1cccc2ccccc12)S(C)(=O)=O
(43) O=C(NCCCN1CCCC1=O)c1cccc(NS(=O)(=O)c2ccc(Br)cc2)c1
(44) Cc1ccc(S(=O)(=O)N(CCCN(C)C)Cc2ccc3c(c2)OCO3)cc1
(45) COCCn1c(SCc2ccc(F)cc2)nc2c1c(=O)[nH]c(=O)n2C
(46) COC(=O)c1[nH]c2ccc(Br)cc2c1NC(=O)Oc1ccccc1
(47) O=C(CNC(=O)c1ccco1)N/N=C/c1cccs1
(48) Cc1ccc2cc(CN(Cc3ccccc3)Cc3nnnn3C3CCCC3)c(=O)[nH]c2c1
compound no.,41,42,43,44,45,46,47,48
M5 ag,-0.6,-3.7,-2.0,-4.6,-5.6,-0.8,0.4,1.5
CHRM5 PAM,-4.5,-6.2,8.6,-4.0,2.2,-0.6,3.4,-4.1
CHRM4 antagonist,0.1,0.2,1.4,-4.9,-3.3,-1.0,-2.5,9.4
CRFBP-R2 block,16.9,-6.8,12.8,-0.1,-4.3,11.7,1.1,-35.4
CRFBP-R2 agonist,-0.4,-1.9,1.3,-0.7,-2.4,-1.2,5.8,5.2
IDE cell inh,6.5,-5.1,-5.6,2.5,4.4,2.8,6.1,-1.3
M4 PAM,4.5,-0.9,7.7,4.1,2.7,-4.0,-2.7,-6.4
CHRM4 agonist,0.7,0.3,1.4,2.8,2.5,3.3,0.2,-0.1
CHRM5 antagonist,-2.5,6.2,4.6,10.5,1.3,-3.5,7.0,-1.5
